Mac1 fbg enh = CD11b/CD18-fibrinogen binding enhancement | P05107+P11215 | K562 CD11b/CD18 adhesion to fibrinogen, ATPlite luminescence | activation, % at 10 µM | 93,000 compounds, 0.07% hits;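 active means 10 µM primary screen giving 50% or more activity, confirmed by 40% or more on retest at that dose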; further: strong numbers were not always called active; reference of the scale not given here
ERa SRC1 pot = ER-alpha (human) coactivator binding potentiation. P03372. TR-FRET ERalpha-LBD/SRC-Cy5 coactivator binding, 2 h; 100 = basal binding, no effect. coactivator binding (% of control), % at 25.6 µM. 86,000 compounds, 1.3% hits; in the data active means activity above about 200%;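 further: binding measured in presence of low estradiol as agonist stimulus; 0% = peptide alone without receptor and 100% = receptor with peptide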
Mac1 fbg inh = blocks human CD11b/CD18 adhesion to fibrinogen; K562 CD11b/CD18 adhesion to fibrinogen, ATPlite luminescence; Mn2+ added to activate the integrin; inhibition, % at 10 µM; 93,000 compounds, 0.54% hits;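 active means primary inhibition of 50% or more at 10 µM, then 40% or more on retest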; further: some results filed as inactive read as strong as hits
FAK inh = inhibitors of human focal adhesion kinase; Q05397; biochemical FAK kinase activity assay; inhibition, %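 (tested at 7 µM)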; 97,000 compounds, 0.84% hits; AID 727; in the data active means inhibition above about 19%;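 further: 0% = DMSO and 100% = reference compound high control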
Ecoli WT expand = blocks growth of wild type E. coli BW25113 | AID 710 | 98,000 compounds, 0.15% hits | growth inhibition, % at 100 µM | OD600 absorbance;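 active means growth inhibition above about 50% at one test dose, limit read from the data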;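 further: growth measured after 20 h incubation at 37 °C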
PLAP activator = activates human placental alkaline phosphatase; purified PLAP enzyme, luminescent substrate read-out; active compounds read high; P05187; 96,000 compounds, 1.2% hits; activation fold at 20 µM; AID 696; in the data active means activation fold above about 2
Target sequence (P05187 whole entry, looked up): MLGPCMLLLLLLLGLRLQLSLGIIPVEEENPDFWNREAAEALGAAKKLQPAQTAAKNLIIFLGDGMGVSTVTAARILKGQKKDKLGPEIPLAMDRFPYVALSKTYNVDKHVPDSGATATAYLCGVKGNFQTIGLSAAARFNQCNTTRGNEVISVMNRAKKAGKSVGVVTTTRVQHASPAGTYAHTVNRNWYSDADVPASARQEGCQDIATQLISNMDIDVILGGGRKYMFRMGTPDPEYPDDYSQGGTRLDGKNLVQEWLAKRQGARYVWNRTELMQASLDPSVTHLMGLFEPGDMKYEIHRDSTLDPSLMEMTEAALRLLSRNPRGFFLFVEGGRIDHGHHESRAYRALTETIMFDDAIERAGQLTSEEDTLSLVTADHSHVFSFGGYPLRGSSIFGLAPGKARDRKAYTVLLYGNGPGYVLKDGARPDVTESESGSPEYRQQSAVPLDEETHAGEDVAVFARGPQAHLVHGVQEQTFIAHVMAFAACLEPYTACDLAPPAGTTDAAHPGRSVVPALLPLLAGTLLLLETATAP
ERb coact inh = blocks coactivator binding to human estrogen receptor beta; inhibition, % at 25.6 µM; TR-FRET ER-beta LBD / SRC1-Cy5 peptide binding; receptor agonist-loaded with 1 µM estradiol; Q92731; 86,000 compounds, 1.3% hits;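 active means compounds whose percent inhibition of the receptor-coactivator binding signal exceeds about 50% in the single-dose screen, limit read from the data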;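 further: 0% = receptor plus peptide wells without compound and 100% = peptide-only wells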
Target sequence (Q92731 whole entry, looked up, the tested form may be a part): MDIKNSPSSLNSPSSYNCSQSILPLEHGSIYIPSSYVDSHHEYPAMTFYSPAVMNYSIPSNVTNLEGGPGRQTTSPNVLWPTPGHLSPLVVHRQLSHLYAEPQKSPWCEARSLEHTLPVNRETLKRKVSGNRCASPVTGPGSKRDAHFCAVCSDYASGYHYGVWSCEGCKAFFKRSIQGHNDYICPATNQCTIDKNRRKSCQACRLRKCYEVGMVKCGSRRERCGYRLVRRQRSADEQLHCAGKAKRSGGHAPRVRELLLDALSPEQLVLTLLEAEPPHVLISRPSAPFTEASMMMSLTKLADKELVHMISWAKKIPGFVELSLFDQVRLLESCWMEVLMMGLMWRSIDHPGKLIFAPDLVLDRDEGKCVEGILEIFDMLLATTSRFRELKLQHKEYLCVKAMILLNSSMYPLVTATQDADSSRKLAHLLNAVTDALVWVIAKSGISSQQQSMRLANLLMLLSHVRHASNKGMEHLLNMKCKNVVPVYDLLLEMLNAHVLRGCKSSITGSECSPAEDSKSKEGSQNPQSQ
ERa SRC1 inh = ER-alpha (human) coactivator binding inhibition | P03372 | 86,000 compounds, 1.7% hits | TR-FRET ER-alpha LBD / SRC-1 peptide, estradiol-bound | AID 629 | inhibition, % at 25.6 µM; in the data active means inhibition above about 50%;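 further: 0% = receptor plus peptide control and 100% = peptide only without receptor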
MT1-MMP txn act = activates MT1-MMP transcription. HT1080 MT1-MMP promoter luciferase reporter, luminescence, overnight; active compounds read high. 86,000 compounds, 0.16% hits. activation factor at 10 µM. AID 750;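 active means activation factor of at least 2 for MT1-MMP transcription at 10 µM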
The depositor's hits bear a star; x = not tested or not shown; [ ] = remark or other dose.

Fields: Mac1 fbg enh | ERa SRC1 pot | Mac1 fbg inh | FAK inh | Ecoli WT expand | PLAP activator | ERb coact inh | ERa SRC1 inh | MT1-MMP txn act
O=S(=O)(Nc1cccnc1)c1ccc(Cl)cc1
  -5 | 103 | -3 | -4 | 14 | 1.2 | -8 | -9 | 1.1
CCOC(=O)CSc1nnc(CNC(=O)Cc2ccccc2)n1C
  -2 | 113 | -3 | 0 | 6 | 1 | 3[fluorescence artefact?] | -1 | 1
Cn1cccc1C(=S)N1CCOCC1
  -1 | 129 | 6 | 1 | 6 | 0.9 | -1 | -11 | 1.1
Cc1ccc2cc(C#N)c(N3CCCN(S(=O)(=O)c4ccccc4)CC3)nc2c1C
  x | 363*[fluorescence artefact?] | x | -2 | x | x | 55*[fluorescence artefact?] | 39[fluorescence artefact?] | 1.1
CN(C)CCNC(=O)CN1C(=O)COc2ccc(C(C)(C)C)cc21
  -5 | 119 | -3 | -5 | 9 | 1.4 | -4 | -1 | x
O=C(NC1CCCCCC1)C1CCN(c2nc3ccccc3o2)CC1
  -2 | 112[fluorescence artefact?] | 14 | 6 | -14 | 0.9 | -9[fluorescence artefact?] | 1 | 1
Cc1c(C#N)c2ncn(Cc3ccccn3)c(=O)c2n1-c1ccccc1
  x | 97 | x | 3 | 4 | 1.2 | -5 | -5 | 1
OCc1ccccc1NC(=S)Nc1cccnc1
  -4 | 118[fluorescence artefact?] | -12 | 0 | 7 | 0.8 | 1[fluorescence artefact?] | 3[fluorescence artefact?] | 1.1
CCCCCCNC(=O)CC(NS(=O)(=O)c1ccc(NC(C)=O)cc1)C(C)C (stereo unspecified)
  -7 | 129[fluorescence artefact?] | -7 | -1 | 4 | 0.9 | 0[fluorescence artefact?] | 1[fluorescence artefact?] | 1.3
Cc1nc2ccccn2c1C(=O)NC1CCCCC1
  -4 | 95 | -10 | x | 4 | 1 | -21[fluorescence artefact?] | -23 | 1
Cc1ccc(/C=N/NC(=O)Cn2nccc2C)o1
  x | 135 | x | 3 | 2 | 0.9 | -8 | -2 | 1
Cc1cc(NC(=O)CSc2nnc(C3COc4ccccc4O3)o2)no1 (stereo unspecified)
  -4 | 100 | -16 | 3 | -17 | 1 | 3 | -1 | 1
Cc1ccc2c(c1)-c1c(ssc1=S)C(C)(C)N2C(=O)CN1C(=O)c2ccccc2C1=O
  -2 | x | -1 | 10 | -2 | 1.1 | x | x | x
CC(=O)CC1(C)OC(N)=C(C#N)C1(C#N)C#N (stereo unspecified)
  -4 | 117 | -2 | 0 | 4 | 1 | 7 | 1 | 1
COc1ccc(NC(=O)c2cccs2)cc1
  x | 107 | x | 2 | x | x | -10 | -3 | 1.7
CCOc1nc(NCCN2CCOCC2)nc(NC(C)C)n1
  x | 89 | x | -1 | x | x | -3 | -6 | 1.1
Cc1cc(C)nc(SCc2nnc(SCC(=O)Nc3nc(-c4ccccc4)cs3)n2-c2ccccc2)n1
  6 | 91 | 8 | -2 | -1 | 2* | 22 | 33[fluorescence artefact?] | 1.2
c1ccc(CSc2nnc(-c3ccco3)n2Cc2ccco2)cc1
  -4 | 100 | -2 | 4 | 5 | 1.4 | 0 | -13 | 1.5
O=C1C=C(NCc2ccc(Cl)cc2Cl)C2(CCCCC2)O1
  -2 | 89 | -2 | 4 | 1 | 1.1 | -6 | -1 | 1.2
O=C(CSc1nnc(-c2ccc3c(c2)OCCO3)o1)NC1CCCCC1
  0 | 122 | -12 | 2 | x | 0.9 | -3 | 15 | 1.1
O=C(NCCOc1ccccc1)c1cncc(Br)c1
  -4 | x | 3 | 2 | 16 | 1 | x | x | x
O=C(CSc1ccc2nnc(-c3ccccc3)n2n1)N1CCCCC1
  x | 108 | x | x | x | x | -5 | -5[fluorescence artefact?] | 1.2
CCN1CCN(C(=O)c2cc3cc4ccc(OC)cc4nc3s2)CC1
  -2 | 99 | -4 | -2 | 7 | 1.5 | -10 | -2 | 1.3
O=C(O)C1CC(=O)N(C2CCCCCC2)C1 (stereo unspecified)
  0 | 117 | -32 | x | 0 | 1.1 | 12 | 16 | 1.3
CCN(CC)c1nc(N)c2c(N)n(-c3ccccc3C)c(=S)c(C#N)c2c1C#N
  0 | 113[fluorescence artefact?] | -8 | -12 | 0 | 1.4 | 18 | 2 | 1.1
CCOC(=O)N1CCN(C(=O)c2ccc(OCC)c(OCC)c2)CC1
  x | 108 | x | 0 | x | x | -17 | -19 | 1.3
CO/N=C/NC(=O)c1ccc([N+](=O)[O-])c(CS(=O)(=O)c2ccc(Cl)cc2)c1
  -5 | x | -5 | -3 | -8 | 0.9 | x | x | x
Cc1ccc(C(=O)Nc2cccnc2)cc1S(=O)(=O)N1CCOCC1
  -2 | 116 | -14 | -3 | -3 | 1.1 | 0[fluorescence artefact?] | 7[fluorescence artefact?] | 1.2
CCCOC(=O)c1cc(=O)[nH]c2ccccc12
  9 | x | 5 | 1 | 9 | 1 | x | x | 1
CC1=C(C(=O)OC(C)C)C(c2cccc(F)c2)n2ncnc2N1 (stereo unspecified)
  -3 | 112 | 12 | 1 | 7 | 1 | -5[fluorescence artefact?] | -6 | 1

Only MT1-MMP txn act, Mac1 fbg enh and ERa SRC1 pot, for 2 of the compounds above:
SMILES | MT1-MMP txn act | Mac1 fbg enh | ERa SRC1 pot
CCCCCCNC(=O)CC(NS(=O)(=O)c1ccc(NC(C)=O)cc1)C(C)C (stereo unspecified) | 1.3 | -7 | 129[fluorescence artefact?]
Cc1ccc2c(c1)-c1c(ssc1=S)C(C)(C)N2C(=O)CN1C(=O)c2ccccc2C1=O | x | -2 | x

The list continues:
Fields: Mac1 fbg enh | ERa SRC1 pot | Mac1 fbg inh | FAK inh | Ecoli WT expand | PLAP activator | ERb coact inh | ERa SRC1 inh | MT1-MMP txn act
CCN(CC)CCCn1c(=S)[nH]c2cc(Cl)ccc2c1=O
  2 | 112 | -15 | 3 | 0 | 1.4 | -3[fluorescence artefact?] | 18 | 1.1
COc1ccc(CCn2nnnc2C(c2ccc(Cl)cc2)N2CCN(C)CC2)cc1OC (stereo unspecified)
  -3 | 111[fluorescence artefact?] | 3 | 4 | 6 | 1.6 | -13 | -2 | 1.2
COC(=O)c1cc(Br)c(=O)n(-c2ccc(C(C)=O)cc2)c1
  -4 | 126 | -8 | x | x | 0.9 | 4[fluorescence artefact?] | 4 | 1.1
N#C/C(=N\Nc1cccc(Cl)c1)C(=O)c1ccccc1
  -11 | x | 98* | -7 | 0 | 1.2 | x | x | x
COc1ccc(S(=O)(=O)N(C)CC(=O)NCc2cccnc2)cc1C
  1 | 100 | -22 | -8 | -1 | 1 | -8 | -5 | 1.1
CCCCNc1cc(NC(C)=O)cc2cc(OC)c(OC)cc12
  -2 | 133[fluorescence artefact?] | -3 | 3 | 5 | 1.1 | 1[fluorescence artefact?] | 0[fluorescence artefact?] | 1.1
O=C(Cc1ccccc1)NC(Nc1ccccc1)C(Cl)(Cl)Cl (stereo unspecified)
  -1 | x | -1 | -4 | 9 | 0.9 | x | x | x
CCS(=O)(=O)c1nc2ccccc2n1Cc1ccccc1Cl
  -4 | 99 | 1 | 0 | 2 | 1.5 | -6 | -3 | 0.9
Cc1nc(-c2coc3c(CN(C)C)c(O)ccc3c2=O)cs1
  -1 | 103 | -44 | 0 | 2 | 1.1 | -16 | -6 | 1.2
O=C(CCS(=O)(=O)c1cccc2nsnc12)NCc1ccccc1Cl
  -6 | 90[fluorescence artefact?] | 6 | 0 | 10 | 0.8 | 0 | 1 | 1.2
CCOC(=O)CN=C1CC(C)(C)CC2=C1Sc1ncnc(N(C)C)c1N2
  -4 | 114 | 7 | 6 | 12 | 1.9 | 9[fluorescence artefact?] | -10[fluorescence artefact?] | 1.3
CC(=O)NC1=NN(C(C)=O)C(C)(c2ccccc2)S1 (stereo unspecified)
  -3 | x | -10 | -2 | -6 | 0.9 | x | x | x
CSc1nc(-c2ccco2)cc(C(F)(F)F)c1C#N
  x | 103 | x | -1 | x | x | -2 | -7 | 1.2
Cn1c(SCC(=O)c2ccc3c(c2)OCCO3)nnc1C1CC1
  x | 89 | x | 2 | x | x | -6 | 25 | 1.4
CC(CC(=O)NCc1ccccc1)C1CCCO1 (stereo unspecified)
  -2 | 106 | -2 | 0 | 1 | 1 | -14[fluorescence artefact?] | -37 | 1.3
CCN(c1ccc(NC(=O)COC(=O)c2ccc3ccccc3n2)cc1)C(C)C
  x | 95 | x | 3 | 11 | 1 | -20 | -11 | 1.2
Cc1ccc(C(=O)Nc2nc(=O)n(C(=O)CC(C)C)s2)cc1
  -9 | x | 70 | 0 | -13 | 1.2 | x | x | x
CCCCn1c(CCNC(=O)CCC)nc2ccccc21
  5 | 110 | -6 | 3 | 7 | 1.2 | -5 | -8 | 1.5
CCCCC(NC(=O)c1ccc(Cl)cc1)C(=O)O (stereo unspecified)
  -1 | 104 | -11 | -5 | 3 | 1.3 | 0 | -8 | 1
CC(=O)Nc1ccc(/C=N/NC(=O)c2cc3cc(C)ccc3nc2C)cc1
  -3 | x | 4 | -2 | -1 | 1.2 | x | x | x
O=C(Nc1ccc(N2CCOCC2)cc1)c1cccc(S(=O)(=O)N2CCCCC2)c1
  -1 | x | -6 | 1 | -6 | 1 | x | x | x
COc1ccc(C(=O)NCC(=O)Nc2ccc(F)cc2)cc1OC
  -2 | 112 | -13 | 0 | -11 | 1.3 | 2[fluorescence artefact?] | 0[fluorescence artefact?] | 1.2
CCOc1cc(/C=N/O)cc(Br)c1OC
  -5 | 115 | -1 | 8 | 0 | 0.9 | -9 | -4 | 1
O=C(Nn1cnnc1)c1ccccc1CCc1ccccc1
  -3 | 118 | 0 | -6 | -8 | 1.3 | -1[fluorescence artefact?] | -5 | 1.1
CC(C)C(NC(=O)OCc1ccccc1)C(=O)OCC(=O)N1CCCCC1 (stereo unspecified)
  0 | 114[fluorescence artefact?] | -13 | 0 | -13 | 1.4 | -11 | -1 | 1.6
CC(=O)c1cc(C)ccc1OC(=O)c1cccnc1
  -6 | 97 | 2 | 3 | 5 | 0.9 | -16 | 5 | 1.1
COC(=O)c1[nH]c2ccc(Br)cc2c1NC(=O)CN1CCCCC1CCO (stereo unspecified)
  x | 91 | x | -2 | 2 | 1.3 | -5 | -2 | 1.2
O=C(CSC(=S)N1CCCCC1)N1N=CCC1c1ccccc1 (stereo unspecified)
  -3 | 123 | 9 | -2 | 1 | 1 | -9 | -2 | 1.4
CC(C)=CC(=O)Nc1nnc(-c2ccccc2)s1
  3 | x | -35 | 1 | -3 | 1.2 | x | x | x

Record cards, from the list above.
Results for `CCN(c1ccc(NC(=O)COC(=O)c2ccc3ccccc3n2)cc1)C(C)C` → Mac1 fbg enh: x; ERa SRC1 pot: 95; Mac1 fbg inh: x; FAK inh: 3; Ecoli WT expand: 11; PLAP activator: 1; ERb coact inh: -20; ERa SRC1 inh: -11; MT1-MMP txn act: 1.2
Results for `COc1ccc(CCn2nnnc2C(c2ccc(Cl)cc2)N2CCN(C)CC2)cc1OC` (stereo unspecified) → Mac1 fbg enh: -3; ERa SRC1 pot: 111[fluorescence artefact?]; Mac1 fbg inh: 3; FAK inh: 4; Ecoli WT expand: 6; PLAP activator: 1.6; ERb coact inh: -13; ERa SRC1 inh: -2; MT1-MMP txn act: 1.2
Results for `COC(=O)c1[nH]c2ccc(Br)cc2c1NC(=O)CN1CCCCC1CCO` (stereo unspecified) → Mac1 fbg enh: x; ERa SRC1 pot: 91; Mac1 fbg inh: x; FAK inh: -2; Ecoli WT expand: 2; PLAP activator: 1.3; ERb coact inh: -5; ERa SRC1 inh: -2; MT1-MMP txn act: 1.2

Screening results from PubChem BioAssay.
